Source: PubChem BioAssay
CHRM4 agonist = CHRM4 agonism in calcium assay | CHO-K1 hM4/Gqi5, Fluo-8 calcium fluorescence; vehicle 0%, full acetylcholine response 100% | P08173 | activation, % at 3 µM | 0.14% of 360,000 active;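 active = activation above the run mean over all test wells plus 3 SD, cut at about 32% in these data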;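 also: peak over basal fluorescence ratio per well then scaled between controls; 0% = DMSO wells and 100% = acetylcholine at EC100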
M5 ag = CHRM5 agonism in calcium assay; AID 624037; CHO-K1 hM5 cells, Fluo-8 calcium fluorescence; 0% DMSO wells, 100% maximal acetylcholine response; activation, % at 3 µM; P08912; 0.19% of 360,000 active;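 active = activation above the run's mean over test compounds plus 3 SD, cut at about 23% in these data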;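 also: signal is peak over basal fluorescence ratio across the kinetic read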
Target sequence (P08912 whole entry, looked up): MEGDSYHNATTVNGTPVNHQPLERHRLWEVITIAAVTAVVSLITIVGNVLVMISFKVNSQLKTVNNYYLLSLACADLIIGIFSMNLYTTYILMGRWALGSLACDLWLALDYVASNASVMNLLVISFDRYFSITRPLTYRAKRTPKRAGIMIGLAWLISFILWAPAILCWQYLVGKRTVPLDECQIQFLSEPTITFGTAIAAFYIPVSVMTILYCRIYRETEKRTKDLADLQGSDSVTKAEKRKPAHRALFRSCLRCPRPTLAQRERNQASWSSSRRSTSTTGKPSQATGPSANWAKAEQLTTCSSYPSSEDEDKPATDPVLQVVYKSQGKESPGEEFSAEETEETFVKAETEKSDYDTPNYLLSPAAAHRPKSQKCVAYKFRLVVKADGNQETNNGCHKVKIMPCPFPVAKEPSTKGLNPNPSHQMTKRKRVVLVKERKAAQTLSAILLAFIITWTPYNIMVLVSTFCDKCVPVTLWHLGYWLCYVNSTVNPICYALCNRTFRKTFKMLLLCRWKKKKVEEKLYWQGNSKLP
CHRM5 antagonist = blocks acetylcholine activation of human M5 receptor | P08912 | AID 624040 | 0.59% of 360,000 active | CHO-hM5 cells, Fluo-8 calcium fluorescence, ACh EC80 | inhibition, % at 3 µM;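 active = inhibition above a per-plate cutoff, the mean of that plate's test compounds plus 3 SD, cut at about 27% in these data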;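 also: 0% = acetylcholine EC80 with DMSO and 100% = DMSO without agonist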
CRFBP-R2 block = blocks CRF-induced signaling of the CRF-BP/CRF-R2 complex | 0.59% of 350,000 active | inhibition, % at 11.8 µM | HEK293 CRF-R2/CRF-BP, CRF-induced calcium fluorescence;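 active = inhibition of the ligand-induced calcium signal above about 50% at the single tested concentration, limit read from the data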
CRFR2-BP ag = CRF-BP/CRF-R2 complex agonism; HEK293 CRF-R2/CRF-BP, calcium dye fluorescence (FLIPR); percent of saturating CRF peptide response; activation, % at 13.2 µM; 0.46% of 350,000 active; AID 588473;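 active = activation of at least 50%, plus an integration ratio under a set limit after plate pattern correction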;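 also: plate controls were neutral control wells without compound for no effect and CRF at EC100 for full effect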
CHRM5 PAM = potentiates acetylcholine response at human M5 receptor | P08912 | CHO-K1 hM5, Fluo-8 calcium, ACh EC20 PAM; 0% = ACh EC20, 100% = ACh EC100 | activation, % at 3 µM | 0.3% of 360,000 active;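 active = activation above the run cutoff, the mean activation of all test compounds plus 3 SD, cut at about 18% in these data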
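Assay system: CHO-K1 hM5 cells / Incubation: Fluo-8 loading 80 min at 37 °C plus 30 min room temperature / Technique: Fluo-8 calcium dye fluorescence, kinetic read / Repeats: single replicate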
M1 PAM = potentiates human M1 receptor response to acetylcholine; P11229; 0.088% of 360,000 active; activation, % at 3 µM; CHO-K1 hM1, Fluo-8 calcium fluorescence, ACh EC20; 0% = ACh EC20, 100% = maximal ACh; in the data active = activation above about 19%, passing the limit was not always enough
M4 antag = CHRM4 antagonism in calcium assay | CHO-hM4 cells, ACh EC80, Fluo-8 calcium fluorescence | 0.73% of 360,000 active | AID 624125 | inhibition, % at 3 µM;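 active = inhibition above its plate's cutoff, the mean inhibition of sample wells plus 3 SD, cut at about 27% in these data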;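 also: 0% = acetylcholine EC80 with DMSO and 100% = DMSO without agonist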
CHRM4 PAM = CHRM4 positive allosteric modulation; CHO-K1 hM4/Gqi5, Fluo-8 calcium fluorescence, ACh EC20; 0% = ACh EC20, 100% = maximal ACh; activation, % at 3 µM; 0.4% of 360,000 active; P08173;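 active = activation above its plate's cutoff, the mean activation of sample wells plus 3 SD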; also: some results filed as inactive read as strong as hits
An asterisk follows results filed as active; x = not tested or not shown.

Short keys: A = CHRM4 agonist; B = M5 ag; C = CHRM5 antagonist; D = CRFBP-R2 block; E = CRFR2-BP ag; F = CHRM5 PAM; G = M1 PAM; H = M4 antag; I = CHRM4 PAM
Cc1ccc(NS(=O)(=O)c2cc(C(=O)Nc3cccnc3)ccc2C)cc1
  A: 4	B: 0	C: 9	D: -41	E: 0.1	F: -5	G: 2	H: -3	I: 0

Cc1c(C(=O)NCCSc2ccc(Cl)cc2)cccc1[N+](=O)[O-]
  A: 5	B: -5	C: 17	D: 9	E: 0.3	F: -9	G: -3	H: 3	I: -4

COc1ccc(NC(=O)CSc2nnnn2C2CCCCC2)c(OC)c1
  A: 2	B: -2	C: 17	D: -4	E: -1.0	F: -4	G: 2	H: 9	I: -1

Cc1cccc(NC(=O)C2C3C=CC(O3)C2C(=O)O)c1C (stereo not drawn)
  A: 0	B: -3	C: 6	D: -2	E: -0.3	F: 1	G: 4	H: -4	I: 1

Cc1ccc(S(=O)(=O)c2cn(C)c3cc(N4CCOCC4)c(F)cc3c2=O)cc1
  A: 1	B: -2	C: -4	D: 0	E: -0.7	F: 5	G: 3	H: -3	I: 1

O=C(Cn1nnc(-c2cccs2)n1)OC1CCCCC1
  A: -1	B: -1	C: 0	D: -11	E: 0.9	F: 3	G: 13	H: 5	I: 5

CCC(C)Sc1ccc([C@@H]2[C@@H]3C(=O)N(C)C(=O)[C@@H]3[C@]3(C(=O)OC)CCCCN23)cc1 (stereo partly drawn)
  A: 0	B: -2	C: 9	D: -10	E: 1.1	F: 0	G: 1	H: -24	I: 19

COc1ccc(CNC(=O)c2cc3cccc(OC)c3oc2=N)cc1
  A: 0	B: -3	C: 10	D: -7	E: 0.8	F: -9	G: 6	H: -10	I: 4

Cc1ccc2c(c1)C(=O)CC(O)(C(F)F)O2 (stereo not drawn)
  A: 13	B: 0	C: 8	D: 11	E: -1.0	F: -18	G: -3	H: 3	I: -23

Cc1c(O)c2c3c(cccc3c1O)C(=O)N(c1ccccc1)C2=O
  A: 12	B: 14	C: 9	D: -151	E: 168*	F: -6	G: -10	H: 4	I: -6

O=C(COC(=O)CCCc1c[nH]c2ccccc12)Nc1ccc2c(c1)OCO2
  A: 4	B: -2	C: 0	D: 15	E: -0.5	F: -10	G: -2	H: -1	I: -4

Cn1c(=O)c2[nH]c(CNCc3ccccc3Cl)nc2n(C)c1=O
  A: 0	B: -3	C: -2	D: 8	E: 2.1	F: -11	G: -4	H: 3	I: -2

COc1ccc(C(c2nnnn2Cc2cccs2)N2CCC(C(N)=O)CC2)c(OC)c1 (stereo not drawn)
  A: 0	B: -3	C: 1	D: 4	E: -0.1	F: -4	G: -9	H: 5	I: -1

CS(=O)(=O)N(CC(=O)NCC1CCCO1)c1cccc([N+](=O)[O-])c1 (stereo not drawn)
  A: 1	B: 1	C: 3	D: 6	E: 0.9	F: 6	G: 3	H: 9	I: -1

Cc1ccccc1Cn1c(C)c(C(=O)NCCC#N)sc1=O
  A: 1	B: -3	C: -4	D: x	E: x	F: 2	G: 5	H: -19	I: 4

CCN1C[C@@H]2[C@@H]3C(=O)N(C)C(=O)[C@@H]3[C@](Cc3ccccc3)(C1=O)N2C(=O)c1ccc(C)cc1
  A: 4	B: -4	C: 7	D: 4	E: -0.9	F: -11	G: 0	H: -12	I: 10

Cc1nc2ccccc2c(=O)n1-c1cccc(NS(=O)(=O)c2ccccc2)c1
  A: 4	B: -3	C: 0	D: -3	E: -1.6	F: 3	G: 7	H: -7	I: 0

COC(=O)COc1cccc(-n2cnnn2)c1
  A: 1	B: -2	C: -1	D: 7	E: 0.8	F: 1	G: 11	H: -1	I: 11

Cc1ccc(S(=O)(=O)N2CCN(C(=O)COc3ccc(C)nc3[N+](=O)[O-])CC2)c(C)c1
  A: 3	B: -4	C: -3	D: 78*	E: -1.3	F: -4	G: -2	H: 1	I: -1

Cc1ccc(C2=NS(=O)(=O)N(C)C(C(=O)N3CCCCC3)=C2)cc1
  A: 3	B: 3	C: -2	D: -3	E: -2.8	F: -1	G: -1	H: -13	I: 1

O=C(NCc1ccccc1Cl)C1CCC(=O)N(CCCN2CCCC2=O)C1 (stereo not drawn)
  A: 1	B: -4	C: 4	D: -3	E: 0.5	F: -5	G: 4	H: -2	I: 9

COCCC(=O)N1CCC(Oc2ccc(C(=O)N3CCC(N(C)C)C3)cc2)CC1 (stereo not drawn)
  A: 0	B: -3	C: 4	D: -15	E: 3.0	F: 0	G: 7	H: -21	I: 6

O=C(NNC(=O)c1ccc(Cl)c(S(=O)(=O)Nc2ccc(Cl)cc2)c1)c1ccc(=O)[nH]c1
  A: 1	B: -2	C: 5	D: 9	E: -0.7	F: 2	G: 8	H: -5	I: 8

COC(=O)C1=C(C)N(C)C(C)=C(C(=O)OC)C1c1ccncc1
  A: -1	B: -4	C: 7	D: 17	E: -4.7	F: -3	G: 8	H: -2	I: -1

COc1ccc(-c2sc3cc(OC)c(OC)cc3c2C#CC(C)(C)O)cc1
  A: 0	B: -7	C: 1	D: 2	E: -1.8	F: 5	G: 4	H: 8	I: 4

COc1cc(NC(=O)CN(C)S(=O)(=O)c2ccc3c(c2)CC(C)N3C(C)=O)cc(OC)c1 (stereo not drawn)
  A: 3	B: -4	C: 8	D: -10	E: -0.7	F: -5	G: -1	H: 18	I: -12

COc1ccc(CCNC(=O)CCNS(=O)(=O)c2cc(Br)cnc2N)cc1OC
  A: 3	B: -4	C: -14	D: -5	E: 0.7	F: 15	G: 17	H: -11	I: -10

9 entries from above, as comma-separated lines.
SMILES,CHRM4 agonist,M5 ag,CHRM5 antagonist,CRFBP-R2 block,CRFR2-BP ag,CHRM5 PAM,M1 PAM,M4 antag,CHRM4 PAM
Cc1ccc(NS(=O)(=O)c2cc(C(=O)Nc3cccnc3)ccc2C)cc1,4,0,9,-41,0.1,-5,2,-3,0
Cc1c(C(=O)NCCSc2ccc(Cl)cc2)cccc1[N+](=O)[O-],5,-5,17,9,0.3,-9,-3,3,-4
COc1ccc(NC(=O)CSc2nnnn2C2CCCCC2)c(OC)c1,2,-2,17,-4,-1.0,-4,2,9,-1
Cc1cccc(NC(=O)C2C3C=CC(O3)C2C(=O)O)c1C (stereo not drawn),0,-3,6,-2,-0.3,1,4,-4,1
Cc1ccc(S(=O)(=O)c2cn(C)c3cc(N4CCOCC4)c(F)cc3c2=O)cc1,1,-2,-4,0,-0.7,5,3,-3,1
O=C(Cn1nnc(-c2cccs2)n1)OC1CCCCC1,-1,-1,0,-11,0.9,3,13,5,5
CCC(C)Sc1ccc([C@@H]2[C@@H]3C(=O)N(C)C(=O)[C@@H]3[C@]3(C(=O)OC)CCCCN23)cc1 (stereo partly drawn),0,-2,9,-10,1.1,0,1,-24,19
COc1ccc(CNC(=O)c2cc3cccc(OC)c3oc2=N)cc1,0,-3,10,-7,0.8,-9,6,-10,4
Cc1ccc2c(c1)C(=O)CC(O)(C(F)F)O2 (stereo not drawn),13,0,8,11,-1.0,-18,-3,3,-23
